# EP2 modulator = modulates human prostaglandin E2 receptor EP2 signaling; P43116; EP2-expressing cells, cAMP HTRF FRET, PGE2 co-stimulation; AID 940; 260,000 compounds, 0.83% hits; induction, % at 25 µM;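 active = compounds whose cAMP rise, as percent of the full-agonist control response, exceeds 60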;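 note: rat C6 glioma line stably carrying human EP2 under a CMV promoter; the protocol text gives 20 µM as final concentration; 100% = response of wells given 1 µM PGE2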
# Target sequence (P43116 whole entry, looked up): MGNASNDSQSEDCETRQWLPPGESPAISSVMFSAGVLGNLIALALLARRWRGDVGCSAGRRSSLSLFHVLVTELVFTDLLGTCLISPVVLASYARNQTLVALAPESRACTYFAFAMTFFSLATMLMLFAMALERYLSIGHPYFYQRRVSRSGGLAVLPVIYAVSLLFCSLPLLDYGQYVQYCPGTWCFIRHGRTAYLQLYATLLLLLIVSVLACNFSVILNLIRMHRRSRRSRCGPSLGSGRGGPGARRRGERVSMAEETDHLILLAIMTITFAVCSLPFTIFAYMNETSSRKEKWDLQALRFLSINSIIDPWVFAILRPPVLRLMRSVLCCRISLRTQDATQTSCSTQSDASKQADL
# PGE2 EP2 inh = EP2 receptor (human) inhibition; inhibition, % at 25 µM; C6 glioma cells expressing human EP2, cAMP TR-FRET; cells stimulated with saturating PGE2; P43116; 260,000 compounds, 0.52% hits;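 active = percent inhibition above 40 after rounding to a whole number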;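 note: rat C6 glioma host cells with rolipram phosphodiesterase inhibitor present; the protocol text gives 20 µM as final concentration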
# Active calls of the source: *; & = joins results of further samples. These rows are one share of the data. The share of hits here may be higher or lower than overall.
SMILES,EP2 modulator,PGE2 EP2 inh
Oc1ccc(Cc2cc(Cl)cc(Cl)c2O)cc1Cl,16,14
O=C(Cc1n[nH]c(=O)c2ccccc12)N1CC[C@@H](c2ccccc2)[C@H](O)C1,-1,-1
O=C(Cn1cnc2ccccc21)Nc1ccc(Cl)cc1,-41,9
CCc1ccc(NC(=O)COC(=O)C2CC(=O)N(c3ccc(OC(C)C)cc3)C2)cc1 (stereo unspecified),-28,10
Nc1c(C(=O)N2CCOCC2)ccc2c1C(=O)c1ccccc1C2=O,-12,13
CC1CCN(C(=O)C23CCC(C)(C(=O)C2)C3(C)C)CC1 (stereo unspecified),-12,11
COc1ccc(OC)c(NC(=O)CSc2nc(N)cc(N)n2)c1,-30,8
Cc1ccc2c(c1)C(=O)CC1(CCN(S(C)(=O)=O)CC1)O2,-28,7
C=CCc1cccc2cc(C(N)=O)c(=N)oc12,-37,4
Cc1ccc(-c2cc(N)c(=O)n(CC(=O)NCc3ccc4c(c3)OCO4)n2)o1,-17,10
COc1ccc(CN2CCc3c(nc(N4CCCC(C)C4)[nH]c3=O)C2)cc1Cn1cccn1 (stereo unspecified),-61,8
COCCCNC(=O)c1c(-c2c(Cl)cccc2Cl)noc1C,0,11
C=C[C@@H](C1=CC(=O)C(OC)=C(OC)C1=O)c1ccccc1,-32,120*
CS(=O)(=O)N1CCN(c2ccc(NC(=O)c3ccccc3Cl)cc2)CC1,-47,11
COC(=O)c1ccc(C(=O)OC)c(NC(=O)c2ccncc2)c1,8,9
CC(C)c1nc2ccccc2c(=O)n1CC(=O)NC1CCCC1,9,4
CNS(=O)(=O)Cc1ccc2[nH]cc(CCN(C)C)c2c1,10,22&7
Cc1ccc(NC2SC(=O)N(C)C2=O)c(C)c1 (stereo unspecified),1,15
Cc1cccc2cc(CN(CCCO)C(c3nnnn3C(C)(C)C)C(C)C)c(=O)[nH]c12 (stereo unspecified),-13,15
COc1ccc(C(C)C)cc1S(=O)(=O)n1c([N+](=O)[O-])cnc1C,-91,11
CC(=O)OCC(=O)[C@@]12OC3(CCCC3)O[C@@H]1CC1C3CCC4=CC(=O)C=C[C@]4(C)[C@@]3(F)[C@@H](O)C[C@@]12C (stereo partly specified),17,8
Cc1ccc(S(=O)(=O)N2CCN(CC(=O)NC3CCCCC3)CC2)cc1,-8,17
CCOc1ccc(NC(=O)c2sc(NC(=O)CC)c(C(=O)OC)c2C)cc1,-17,14
O=C(O)c1ccc(S(=O)(=O)N(CC2CC=CCC2)CC2CCCO2)cc1 (stereo unspecified),-2,13
Cc1cc(Cl)ccc1NC(=O)COC(=O)c1cccs1,2,14
CC1=CC2=NC(=O)CC(C)(C(=O)NCC3(N(C)C)CCN(C)CC3)N2C=C1 (stereo unspecified),-60,8
COc1ccc(C(=O)Nc2ccccc2)cc1S(=O)(=O)NCc1cccs1,-85,10
CC(Cc1cccs1)NC(=O)C1CCN(Cc2ccccc2Cl)CC1 (stereo unspecified),-94,4
Cc1ccc[n+](CC(=O)c2ccc(Cl)cc2)c1,2,17
CC1(C)CC(=O)C(/C=N/c2nc3c(s2)C(=O)CC(C)(C)C3)=C(O)C1,14,10

# Laid out differently: results already given
molecule | EP2 modulator | PGE2 EP2 inh
Cc1ccc(S(=O)(=O)N2CCN(CC(=O)NC3CCCCC3)CC2)cc1 | -8 | 17
CCOc1ccc(NC(=O)c2sc(NC(=O)CC)c(C(=O)OC)c2C)cc1 | -17 | 14
O=C(O)c1ccc(S(=O)(=O)N(CC2CC=CCC2)CC2CCCO2)cc1 (stereo unspecified) | -2 | 13
Cc1cc(Cl)ccc1NC(=O)COC(=O)c1cccs1 | 2 | 14
CC1=CC2=NC(=O)CC(C)(C(=O)NCC3(N(C)C)CCN(C)CC3)N2C=C1 (stereo unspecified) | -60 | 8
COc1ccc(C(=O)Nc2ccccc2)cc1S(=O)(=O)NCc1cccs1 | -85 | 10

# (continued)
SMILES,EP2 modulator,PGE2 EP2 inh
COc1cc(CNCc2ccco2)cc(OC)c1O,-2,15
Cc1ccc2nc(C3CCN(CC(=O)NCc4ccccc4)CC3)[nH]c2c1,-33,10
O=C(CN1C(=O)c2ccccc2S1(=O)=O)Nc1ccc(Oc2ccccc2)cc1,-35,0
O=C(Cn1nc(-c2ccc3c(c2)OCCO3)ccc1=O)Nc1ccc(NC(=O)c2ccccn2)cc1,-19,8
CCC(Sc1nnc(-c2ccncc2)n1C)C(=O)Nc1ccc(C(C)=O)cc1 (stereo unspecified),4,6
CCOCc1nnc(NC(=O)c2c(Cl)cccc2Cl)s1,-34,10
CC(=O)NCCNc1nc2c(C)cc(C)cc2cc1C#N,-29,7
COc1ccccc1NC(=O)Cn1nnc(-c2ccccc2N)n1,-72,8
COC(=O)COc1ccc(S(=O)(=O)N2CCC(C(N)=O)CC2)cc1Cl,1,9
Cc1ccccc1-c1nnc(SCC(N)=O)o1,14,19
O=C(Nc1ccc2c(c1)CCC2)C1CCN(c2ccc(S(=O)(=O)N3CCCC3)cc2)CC1,11,12
COc1ccc(CN2CCc3c(nc(N4CCCCC4C)[nH]c3=O)C2)c(O)c1 (stereo unspecified),-35,5
COC(=O)C1=C(C)NC(C)=C(C(=O)OC)C1c1ccc(O)c(OC)c1,19,10
CCOc1cccc(C(=O)Nc2ccc(N3CCN(C(=O)CC)CC3)cc2)c1,9,16
Cc1ccc2cc(C(c3nnnn3CC3CCCO3)N3CCCC(C)C3)c(=O)[nH]c2c1C (stereo unspecified),-54,4
CC1CCN(S(=O)(=O)c2ccc(S(=O)(=O)N3CCCC(C)C3)cc2)CC1 (stereo unspecified),-20,12
N#Cc1cc(-c2ccccc2Cl)no1,-75,12
CC(C)NC(=O)Cn1cc(CN2CCCC(C(=O)N3CCCC3)C2)c2ccccc21 (stereo unspecified),-36,6
CCNC(=S)N(Cc1ccco1)Cc1cc2cc(C)cc(C)c2[nH]c1=O,-19,15
COc1ccc(NS(=O)(=O)c2ccc3ccccc3c2)c2ncccc12,28,7
CCCC(=O)N1CCN(c2ccc(NC(=O)COc3ccccc3)cc2)CC1,-14,7
Cc1[nH][nH]c(=O)c1C(c1ccc(-c2ccc(C(=O)OC(C)C)cc2)o1)c1c(C)[nH][nH]c1=O,-85,8
Cc1cc(NC(=O)CSc2nnc(CN3CCOCC3)n2C)ccc1Cl,-22,7
CCCc1nc(N2CCN(C(=O)c3cccnc3)CC2)c2c(C)c(C)sc2n1,-10,8
Cc1ccc(N(C(=O)c2ccco2)C(C(=O)NC2CCCC2)c2ccco2)cc1C (stereo unspecified),4,14
Cc1ccc(SCN2CCCCC2)cc1 (tested in a mixture with another compound),26,52*
Cn1c(N2CCCC(C(=O)NCCc3ccccc3F)C2)nc2ccccc21 (stereo unspecified),-8,10
Cc1ccccc1N(C(=O)c1snc(C(N)=O)c1N)C(C(=O)NC1CCCC1)c1ccco1 (stereo unspecified),11,11
CCOc1cccc(NC(=O)c2ccc(S(=O)(=O)N3CCCCCC3)cc2)c1,-75,10
O=C(CSc1nc2ccccc2c(=O)n1Cc1ccco1)OCc1ccccc1,55,14
O=C(Nc1nc2ccc(F)cc2s1)c1ccccc1Cl,-4,10
CCn1c(SCC(=O)Nc2nnc(C)s2)nnc1-c1ccc(OC)cc1,-3,13
C#CCOc1ccc(/C=C/C2=CCN(C)CC2)cc1OCC,-42,7
CCOc1ccc(NC(=O)CSc2nnc3c(n2)[nH]c2ccccc23)cc1,-21,10
CCn1c2ccccc2n2c(=O)n(CC(=O)N3CCCC4CCCCC43)nc12 (stereo unspecified),-65,7
COc1ccc(N(CC(=O)NCc2ccc3c(c2)OCO3)S(C)(=O)=O)cc1Cl,-13,10
COc1ccc(C(=O)Nc2sc3c(c2C(=O)NCc2cccnc2)CCCC3)cc1,16,15
O=C(/C=C/NNC(=O)c1ccncc1)c1ccccc1,-26,8
Cc1ccc(C)c(N2CCN(Cc3nnnn3CC3CCCO3)CC2)c1 (stereo unspecified),-18,11
CCOC(=O)N1CC=C2C(C#N)=C(N)C(C#N)(C#N)C(c3ccc(OC)cc3)C2C1 (stereo unspecified),-41,14
Cc1oc(-c2ccc(F)cc2)nc1C(=O)Nc1c[nH]c2ccccc12,-95,12
COc1ccc(OC)c(C(=O)Cn2cnc3c(cnn3-c3ccc(C)cc3)c2=O)c1,16,6
COc1nccnc1NS(=O)(=O)c1ccc(NC(=S)NC(=O)c2ccc(Cl)cc2)cc1,-103,25
Cc1ccc(NC(=O)CSc2nnc3c(n2)[nH]c2ccc(C)cc23)c(C)c1,-27,7
CCC(C)NC(=O)c1ccccc1NS(=O)(=O)c1cccs1 (stereo unspecified),27,11
COc1ccccc1NC(=O)N(Cc1cc2cc(C)ccc2[nH]c1=O)C1CCCCC1,-19,12
COCCCNC(=O)c1cc2c(=O)n3cc(C)ccc3nc2n(C(C)C)c1=N,-26,6
O=C(CSc1nc(-c2cccs2)cc(C(F)(F)F)n1)N1CCCCC1,-3,20
COC(=O)Cn1cnc2c1c(=O)[nH]c(=O)n2C,-9,10
COc1ccc2nc(NC(=O)CSc3nc(C4CC4)nc4ccccc34)sc2c1,-38,4

# (next part)
SMILES,EP2 modulator,PGE2 EP2 inh
CC1CCc2c(sc3ncnc(SCC(=O)N4CCCC4)c23)C1 (stereo unspecified),8,7
Cc1nn(CC(=O)NCCc2cccc(F)c2)c(=O)c2cc3occc3n12,-41,4
CCn1c(SCC(=O)Nc2cccc(C(=O)OC)c2)nc2ccccc2c1=O,12,11
CCc1ccc(-c2csc3ncn(CC(=O)Nc4ccccc4OC)c(=O)c23)cc1,-61,14
Cc1ccc(-c2cc(C(=O)Nc3cccc(O)c3)no2)cc1,-35,12
CC(C)(C)NC(=O)CN(C(=O)C1(C)CC(=O)N=C2C=CC=CN21)C1CCCCC1 (stereo unspecified),-1,26
COc1ccc2c(c1)CCC1C2CC[C@@]2(C)C1CC[C@@H]2O (stereo partly specified),19,15
Cc1nonc1CNCc1ccccc1,-36,11
CCCC(c1nnnn1C(C)(C)CC)N1CCN(Cc2ccc3c(c2)OCO3)CC1 (stereo unspecified),-36,6
CC(C)(C)c1nc(NCc2ccco2)c2nnn(Cc3ccccc3Cl)c2n1,16,10

# Gathered by group, the compounds so far with fluorine (6)
SMILES,EP2 modulator,PGE2 EP2 inh
CC(=O)OCC(=O)[C@@]12OC3(CCCC3)O[C@@H]1CC1C3CCC4=CC(=O)C=C[C@]4(C)[C@@]3(F)[C@@H](O)C[C@@]12C (stereo partly specified),17,8
Cn1c(N2CCCC(C(=O)NCCc3ccccc3F)C2)nc2ccccc21 (stereo unspecified),-8,10
O=C(Nc1nc2ccc(F)cc2s1)c1ccccc1Cl,-4,10
Cc1oc(-c2ccc(F)cc2)nc1C(=O)Nc1c[nH]c2ccccc12,-95,12
O=C(CSc1nc(-c2cccs2)cc(C(F)(F)F)n1)N1CCCCC1,-3,20
Cc1nn(CC(=O)NCCc2cccc(F)c2)c(=O)c2cc3occc3n12,-41,4

# The list goes on:
SMILES,EP2 modulator,PGE2 EP2 inh
COc1ccc(Cc2nnc(SCC(=O)Nc3nccs3)n2C)cc1,-28,14
COc1ccc(NC(=O)c2ccco2)cc1NC(=O)c1ccccc1OC,16,13
COc1ccc(NC(=O)c2ccco2)cc1NC(=O)COc1ccccc1C,-16,7
COc1ccc(CN2CCN(S(=O)(=O)Cc3ccccc3)CC2)c(OC)c1OC,-101,14
Fc1ccc(-c2ccc(CN(CCN3CCOCC3)Cc3cccnc3)cc2)cc1,-73,5
COc1ccccc1NC(=O)N1CCC(C(=O)c2ccc(Cl)cc2)CC1,-51,5
C=CCn1c(SCC(=O)Nc2cccc(F)c2)nc2ccccc2c1=O,-110,11
CC1(C)CC(N(Cc2ccncc2)Cc2ccccc2F)CC(C)(C)N1,-7,10
COc1ccc(CCNc2c(-c3ccccc3O)nc3cnccn23)cc1OC,-49,7
O=C(CSc1nnc(NC(=O)C2CCC2)s1)Nc1ccccc1,-18,13
CN(C)C(=O)c1ccccc1NC(=O)c1ccco1,22,14
C=CCOc1ccc(NC(=O)C2CC(=O)N(c3ccccc3C)C2)cc1 (stereo unspecified),-38,9
COc1ccc(OC)c(NC(=O)c2sc3nc4cc(OC)c(OC)cc4cc3c2N)c1,-55,17
Cc1ccc(C(=O)NCCN2CCOCC2)cc1C,2,11
CC1=C(C(=O)Nc2ccc(C)cc2C)C(c2cccs2)NC(=O)N1 (stereo unspecified),-21,21
Cc1cc(C)c(C#N)c(SCC(=O)Nc2ccc(Br)cc2Br)n1,-96,12
CCOc1ccc(S(=O)(=O)N2CCSC2c2ccc(C)cc2)cc1 (stereo unspecified),4,4
CCc1cc2ccc(C)cc2nc1SCC(=O)Nc1nccs1,60,14
CC(=O)C1=C(C)Nc2ncnn2C1c1ccc(F)cc1 (stereo unspecified),-1,13
COc1cc(-c2nc3cnccn3c2NCc2cccs2)cc(OC)c1OC,-13,15
Cc1cc(C)n(-c2ncnc3sc(-c4ccccc4)cc23)n1,44,16
Cc1c(C(=O)N2CCCCC2)sc(NC(=O)c2ccc(Cl)cc2Cl)c1C#N,-7,11
O=C(/C=C/c1cccs1)NC(=S)Nc1ccccc1Cl,4,12
COc1ccccc1CN(CCCn1ccnc1)Cc1ccsc1,24,4
Cc1cc(=O)[nH]c(/N=C(\N)Nc2ccc(Cl)cc2)n1,-5,14
O=C(Cn1nnc(-c2ccc(Cl)cc2)n1)Nc1ccc(N2CCOCC2)cc1,8,10
CCCN(CCC)S(=O)(=O)c1ccc(C(=O)Nc2cccnc2)cc1,-31,7
CC[C@H](Cn1nnn(-c2ccccc2)c1=O)NC(=O)c1n[nH]c(=O)c2ccccc12,-3,11
CCOc1ccc(-c2nnc(NC(=O)C(C)C)s2)cc1,14,7
CC(C)=N[C@H](C(=O)O)C(C)(C)S,26,14
CCN(CC)Cc1ccc(Nc2ccnc3cc(Cl)ccc23)cc1O,-3,6
CCOc1ccc2nc(SCC(=O)OC)c(C)cc2c1,14,13
CC(C)(CC(=O)Nc1ccccc1)C(=O)O,7,7
COc1ccc(-c2nc(-c3cc4ccccc4[nH]c3=O)no2)cc1OC,-42,8
CC(=O)OCC(=O)[C@@]1(O)CCC2C3CC[C@@H]4C[C@H](O)CC[C@]4(C)C3C(=O)C[C@@]21C (stereo partly specified),12,11
